M4 antag – blocks acetylcholine activation of human M4 receptor. CHO-hM4 cells, ACh EC80, Fluo-8 calcium fluorescence. inhibition, % at 3 µM. 360,000 compounds, 0.73% hits;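 active means inhibition above its plate's cutoff, the mean inhibition of sample wells plus 3 SD, cut at about 27% in these data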;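 further: 0% = acetylcholine EC80 with DMSO and 100% = DMSO without agonist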
Target sequence (P08173 whole entry, looked up): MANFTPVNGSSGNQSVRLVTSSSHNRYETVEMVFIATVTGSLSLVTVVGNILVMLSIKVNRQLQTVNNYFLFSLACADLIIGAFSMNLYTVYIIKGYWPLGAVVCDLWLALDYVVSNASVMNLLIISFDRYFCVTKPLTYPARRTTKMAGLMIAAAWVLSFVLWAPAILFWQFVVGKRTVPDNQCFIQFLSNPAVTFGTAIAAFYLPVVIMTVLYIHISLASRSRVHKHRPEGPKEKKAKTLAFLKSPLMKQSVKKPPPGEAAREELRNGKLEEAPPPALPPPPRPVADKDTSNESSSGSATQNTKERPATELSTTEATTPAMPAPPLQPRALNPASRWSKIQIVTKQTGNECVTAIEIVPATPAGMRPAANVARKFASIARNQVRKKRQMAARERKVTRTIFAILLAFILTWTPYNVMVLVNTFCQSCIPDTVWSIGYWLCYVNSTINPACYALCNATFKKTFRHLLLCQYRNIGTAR
TAAR1 ag – human TAAR1 agonism. Q96RJ0. CHO RD-HGA16 TAAR1, Fluo-8 calcium fluorescence; vehicle wells 0%, saturating PEA agonist 100%. activation, % at 3 µM. 360,000 compounds, 0.99% hits;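 active means activation above the mean activation of all test compounds in the run plus 3 SD, cut at about 38% in these data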
Target sequence (Q96RJ0 whole entry, looked up): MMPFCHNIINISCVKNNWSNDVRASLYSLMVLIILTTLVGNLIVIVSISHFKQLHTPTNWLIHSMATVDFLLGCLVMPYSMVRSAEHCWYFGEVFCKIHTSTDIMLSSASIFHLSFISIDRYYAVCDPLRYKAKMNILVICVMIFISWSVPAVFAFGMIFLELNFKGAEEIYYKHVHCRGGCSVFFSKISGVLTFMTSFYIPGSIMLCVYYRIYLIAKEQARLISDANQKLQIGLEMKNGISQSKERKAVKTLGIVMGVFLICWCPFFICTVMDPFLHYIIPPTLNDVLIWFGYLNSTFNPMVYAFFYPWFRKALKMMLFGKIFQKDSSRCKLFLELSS
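Assay system – CHO-derived RD-HGA16 cells with stable Gα16 and human TAAR1 · Compound dosing – one-point dosing at 3 µM (nominal) · Incubation – 17-24 h seeding, 75 min 37 °C dye, 30 min RT · Measured by – kinetic Fluo-8 calcium fluorescence · Control set – DMSO vehicle as 0%, PEA at EC100 as 100% · Repeats – single well for each compound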
M5 ag – agonists of human muscarinic M5 receptor (CHRM5). P08912. CHO-K1 hM5 cells, Fluo-8 calcium fluorescence; 0% DMSO wells, 100% maximal acetylcholine response. activation, % at 3 µM. 360,000 compounds, 0.19% hits. AID 624037;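 active means activation above the run's mean over test compounds plus 3 SD, cut at about 23% in these data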;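 further: signal is peak over basal fluorescence ratio across the kinetic read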
CHRM5 PAM – CHRM5 positive allosteric modulation; P08912; AID 624038; CHO-K1 hM5, Fluo-8 calcium, ACh EC20 PAM; 0% = ACh EC20, 100% = ACh EC100; 360,000 compounds, 0.3% hits; activation, % at 3 µM;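 active means activation above the run cutoff, the mean activation of all test compounds plus 3 SD, cut at about 18% in these data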
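Replicates: One well per compound, no replicates | System: Human M5 receptor in CHO-K1 cells | Benchmarks: Low control EC20 acetylcholine (0%), high control EC100 acetylcholine (100%) | Probe or stimulus: Acetylcholine, EC20 level | Times: Fluo-8 loading 80 min at 37 °C plus 30 min room temperature | Signal: Intracellular calcium via Fluo-8 fluorescence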
CHRM5 antagonist – blocks acetylcholine activation of human M5 receptor. CHO-hM5 cells, Fluo-8 calcium fluorescence, ACh EC80. P08912. AID 624040. 360,000 compounds, 0.59% hits. inhibition, % at 3 µM;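 active means inhibition above a per-plate cutoff, the mean of that plate's test compounds plus 3 SD, cut at about 27% in these data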;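 further: 0% = acetylcholine EC80 with DMSO and 100% = DMSO without agonist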
M1 PAM – potentiates human M1 receptor response to acetylcholine | CHO-K1 hM1, Fluo-8 calcium fluorescence, ACh EC20; 0% = ACh EC20, 100% = maximal ACh | activation, % at 3 µM | P11229 | 360,000 compounds, 0.088% hits; in the data active means activation above about 19%, passing the limit was not always enough
M4 ag – agonists of human muscarinic M4 receptor (CHRM4); P08173; CHO-K1 hM4/Gqi5, Fluo-8 calcium fluorescence; vehicle 0%, full acetylcholine response 100%; activation, % at 3 µM; 360,000 compounds, 0.14% hits; AID 624127;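 active means activation above the run mean over all test wells plus 3 SD, cut at about 32% in these data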;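 further: peak over basal fluorescence ratio per well then scaled between controls; 0% = DMSO wells and 100% = acetylcholine at EC100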
M1 ag – activates human CHRM1 receptor | activation, % at 3 µM | 360,000 compounds, 0.33% hits | CHO-K1 hM1, Fluo-8 calcium fluorescence, agonist mode; 0% DMSO, 100% acetylcholine EC100 | P11229 | AID 588814;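 active means activation above the run's mean compound activation plus 3 SD, cut at about 16% in these data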;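 further: peak over basal fluorescence ratio within a 140 s kinetic read after compound addition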
CHRM1 antagonist – blocks human M1 muscarinic receptor; P11229; CHO-K1 hM1, Fluo-8 calcium fluorescence, ACh EC80 antagonist; inhibition, % at 3 µM; 360,000 compounds, 1.3% hits; AID 588852;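 active means percent inhibition above its own plate's cutoff, namely the mean of that plate's compound wells plus 3 SD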;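 further: peak over basal fluorescence ratio during 140 s after agonist addition; 0% = ACh EC80 plus DMSO and 100% = DMSO alone without agonist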
Starred values were filed as active, the others as inactive; . = not tested or not shown. Not all compounds are listed; rates above refer to the full screens.

entry | Molecule | M4 antag | TAAR1 ag | M5 ag | CHRM5 PAM | CHRM5 antagonist | M1 PAM | M4 ag | M1 ag | CHRM1 antagonist
1 | CCC(=O)NNc1ncnc2ccccc12 | -2 | 1 | 0 | -2 | 0 | 11 | 1 | -5 | -12
2 | Cc1ccc(C)c(NC(=O)CN2C(=O)CC(C)S(=O)(=O)c3ccccc32)c1 (centres undefined) | -1 | 0 | 0 | 11 | -5 | 15 | 1 | -1 | -15
3 | CSc1ccc(/C=C/C(=O)c2c(O)cc(C)oc2=O)cc1 | -2 | -1 | 6 | -5 | -3 | -3 | 1 | 0 | 5
4 | Cc1ccc(S(=O)(=O)NCCCNc2ccc([N+](=O)[O-])cc2)cc1 | 12 | 4 | 4 | -16 | 10 | -13 | 11 | -5 | 16
5 | O=C(CN1CCN(c2ccccn2)CC1)Nc1cccc(Br)c1 | 7 | 0 | -1 | -3 | 8 | 8 | 2 | -1 | -13
6 | CCCc1nnc(NC(=O)CCC(=O)N2CCN(Cc3ccccc3)CC2)s1 | -17 | 0 | -1 | 7 | -10 | 14 | 1 | 0 | -4
7 | CCOc1cc2oc(=O)c3c(c2cc1Cl)CCC3 | 6 | 2 | -1 | -6 | 6 | -1 | 1 | -5 | -14
8 | Cc1cc(C)c2cc(CN(CCN3CCCC3)C(=O)Nc3ccc(F)cc3)c(=O)[nH]c2c1 | 10 | 7 | -4 | -2 | -1 | 6 | -1 | -5 | -4
9 | COC(=O)CSc1nc2cc3c(cc2cc1C#N)OCO3 | 1 | 3 | -4 | -1 | -7 | 0 | 0 | -5 | -2
10 | Cc1cc2nc(-c3ccc(F)cc3)c(Cc3cccc(Cl)c3)n2c(C)c1Br | -4 | -2 | 2 | -2 | -13 | . | -2 | . | .
11 | OC(c1cc(F)cc(Cl)c1)c1ncc(-c2ccc3ccccc3c2)[nH]1 (centres undefined) | -4 | 35 | 9 | -3 | 5 | 0 | 15 | 11 | -2
12 | CC1(C)CC(=O)C2=C(C1)OC1=C(C(=O)CC(C)(C)C1)C2c1ccc(O)cc1O | 19 | 9 | 3 | 7 | 2 | -3 | 2 | -3 | 7

2 of these compounds in a different format.
5. O=C(CN1CCN(c2ccccn2)CC1)Nc1cccc(Br)c1
  M4 antag: 7
  TAAR1 ag: 0
  M5 ag: -1
  CHRM5 PAM: -3
  CHRM5 antagonist: 8
  M1 PAM: 8
  M4 ag: 2
  M1 ag: -1
  CHRM1 antagonist: -13

7. CCOc1cc2oc(=O)c3c(c2cc1Cl)CCC3
  M4 antag: 6
  TAAR1 ag: 2
  M5 ag: -1
  CHRM5 PAM: -6
  CHRM5 antagonist: 6
  M1 PAM: -1
  M4 ag: 1
  M1 ag: -5
  CHRM1 antagonist: -14

(continued)
entry | Molecule | M4 antag | TAAR1 ag | M5 ag | CHRM5 PAM | CHRM5 antagonist | M1 PAM | M4 ag | M1 ag | CHRM1 antagonist
13 | CNC(=O)c1ccc(-c2cc3onc(-c4ccccc4)c3c(=O)n2C)cc1 | -5 | 13 | 12 | -3 | 2 | 3 | 13 | 2 | -9
14 | COc1cccc(CNC(=O)C2Cc3ccccc3CN2C(C)=O)c1 (centres undefined) | 3 | 0 | -2 | 1 | 4 | 8 | 2 | -4 | -10
15 | Cc1cccc(Nc2nc(-c3sc(C)nc3C)cs2)c1 | -12 | -3 | -9 | -6 | 19 | 4 | 0 | -5 | -4
16 | O=[N+]([O-])c1ccc(Cl)cc1NCc1cccnc1 | -7 | 0 | -15 | -4 | 9 | 1 | 0 | -7 | 0
17 | CC[C@@H]1Cc2[nH][nH]c(=O)c2[C@@H](c2ccc(Cl)cc2)O1 | 1 | 1 | 2 | -4 | 11 | . | 2 | . | .
18 | Cc1ccc(NC(=O)C2CCCN(c3nccc(C)n3)C2)c(C)c1 (centres undefined) | -1 | 1 | -2 | 1 | 15 | 5 | 1 | -7 | 4
19 | COc1cc(OC)c(C(=O)OCC(=O)NC23CC4CC(CC(C4)C2)C3)cc1OC | -21 | 1 | 0 | -3 | 0 | -2 | 1 | -3 | 0
20 | O=C(Nc1cc(S(=O)(=O)N2CCOCC2)ccc1N1CCCC1)c1ccc(Cl)cc1 | -9 | 0 | 2 | 2 | 2 | 18 | 1 | -2 | -12
21 | Cc1ccn2c(C(=O)N/N=C\c3ccccc3[N+](=O)[O-])c(C)nc2c1 | -13 | 2 | 0 | 3 | -8 | 3 | 2 | -8 | -6
22 | Cc1sc2nc(C3CC3)nc(SCC(=O)N3CC(=O)Nc4ccccc43)c2c1C | 8 | 15 | 2 | -9 | 2 | 0 | 1 | -3 | -23
23 | c1ccc2c(c1)ncn2-c1cncnc1 | -6 | 1 | 1 | -1 | 1 | 6 | 0 | -7 | -1
24 | CCOC(=O)NN1C(=O)c2ccccc2NC12CCCC2 | -8 | 2 | -2 | 2 | 6 | 10 | 1 | -2 | -9
25 | CCC(Sc1nc(C)cc(C)n1)C(=O)Nc1cc(C)on1 (centres undefined) | -3 | 7 | 0 | 1 | 12 | 1 | 0 | -5 | -4
26 | Cc1cc(C(F)(F)F)nn1CC(=O)NCc1ccccc1 | 4 | -1 | 0 | -1 | -1 | 2 | 0 | -4 | -4
27 | CCC(C)NCCOCCOc1cc(C)c(Cl)c(C)c1 (centres undefined) | 8 | 5 | -17 | 1 | 11 | -25 | 2 | -7 | 54*
28 | CCN(CC)CCNC(=O)c1ccc(NC(=O)c2ccc(COc3ccccc3)cc2)cc1 | 16 | 4 | -7 | -14 | 15 | -24 | 2 | -6 | 53*
29 | NC(=O)CNC(=O)C1CCCc2c1[nH]c1ccc(Cl)cc21 (centres undefined) | 17 | 8 | 1 | -4 | 1 | 1 | 1 | -5 | -5
30 | O=C(COC(=O)C1=COCCO1)Nc1cc(C(F)(F)F)ccc1Cl | -1 | 6 | 0 | -1 | 9 | 11 | 1 | -2 | -14
31 | COC(=O)c1c(NC(C)=O)csc1C | 2 | 0 | 3 | 10 | -2 | 20 | 0 | 7 | -26
32 | CCCCN(C(=O)c1ccc(N2CCCC2=O)cc1)c1c(N)n(CCC)c(=O)[nH]c1=O | 2 | 0 | 1 | -1 | 2 | -1 | 1 | 0 | 4
33 | COc1ccc(C(=O)Nc2ccccc2SCc2cc(=O)n3nc(C)sc3n2)cc1OC | -3 | 1 | -3 | 5 | -3 | 4 | 1 | -4 | -1
34 | CC(=O)Nc1ccccc1OC(=O)N1CCOCC1 | 5 | 6 | 1 | -9 | 7 | 5 | 0 | 3 | -21
35 | CCOc1ccc(S(=O)(=O)N2CCCCC2)cc1NC(=O)CCc1ccc(OC)cc1 | 0 | 10 | 0 | 9 | 8 | 1 | -1 | -5 | -1
36 | COC(=O)Cn1c(=NC(=O)CSC(C)=O)sc2ccccc21 | -13 | 1 | 3 | -4 | 1 | 0 | 2 | -3 | -1
37 | CC(C)(C)c1ccc(S(=O)(=O)N2CCC(c3nc4ccc(Cl)cc4[nH]3)CC2)cc1 | 7 | 18 | 0 | 2 | -2 | -9 | -1 | -4 | 13
38 | CC(C)Cc1cc(C(=O)Nc2cc(C(F)(F)F)ccc2Cl)no1 | 0 | 6 | -1 | -4 | 1 | 9 | 1 | -3 | -14
39 | C[C@@H]1C[C@H](Nc2ccccc2)c2ccccc2N1C(=O)c1cccnc1 | 1 | 11 | 7 | -4 | 2 | 12 | 3 | 1 | -1
40 | COC(=O)c1ccccc1S(=O)(=O)N1CCC(C(=O)OC(C)C(=O)Nc2ccc(NC(C)=O)cc2)CC1 (centres undefined) | 2 | 0 | 0 | 3 | -7 | 2 | 1 | 1 | 1
41 | CCOC(=O)N1CCC(N2CCN(Cc3ccc(C)o3)C(CCO)C2)CC1 (centres undefined) | 0 | 1 | -6 | 1 | 8 | -4 | 4 | -6 | 6
42 | O=S(=O)(NC1CCCCC1Sc1ncccn1)c1ccccc1 (centres undefined) | 2 | 2 | -2 | -1 | -1 | 10 | 2 | -6 | -9
43 | CN1c2ccccc2Oc2c(c(=O)n(C)c(=O)n2C)C1c1cccc([N+](=O)[O-])c1 (centres undefined) | 1 | 2 | -1 | -5 | -6 | 6 | 0 | 0 | -47
44 | CC(=O)N1CCc2cc(S(=O)(=O)NC(C(=O)NCc3ccccc3)C(C)C)ccc21 (centres undefined) | 6 | 6 | -6 | -11 | -4 | 5 | 0 | -4 | 0
45 | CCC(C(N)=NCCc1ccc(OC)c(OC)c1)c1ccccc1 (centres undefined) | 1 | 8 | -5 | -6 | 9 | -5 | 1 | -5 | -10
46 | Cc1c(Cl)cnc(NC(=O)COC(=O)c2cccs2)c1Cl | -6 | 14 | -2 | 0 | 17 | 2 | -1 | -1 | -2
47 | CCOc1ccc(C2CC(c3ccc(OC)c(OC)c3)n3nc(N)nc3N2)cc1 (centres undefined) | -11 | 1 | 1 | -1 | -2 | 3 | 1 | -1 | -7
48 | O=C(COc1ccc(Br)cc1CO)Nc1ccc(S(=O)(=O)N2CCCC2)cc1 | -2 | 12 | 2 | -9 | 8 | -26 | 15 | -3 | 58*
49 | CCN(CCNC(=O)CN1CCN(Cc2ccc(Cl)cc2)C1=O)c1ccccc1 | -8 | 9 | -3 | 3 | 4 | 1 | 5 | -3 | -13
50 | COc1ccccc1C1C(C(=O)c2cc3ccccc3o2)=C(O)C(=O)N1CCN(C)C (centres undefined) | -6 | 15 | -1 | -1 | -3 | 7 | 0 | -2 | -30
51 | COc1ccc(/C=C/c2nc(-c3ccccc3O)n[nH]2)cc1OC | 4 | 6 | 0 | -7 | 2 | -1 | 10 | -3 | 9
52 | Nc1ccc(C(=O)Nc2ccc3nc(-c4cccnc4)[nH]c3c2)cc1 | -1 | 4 | 0 | 8 | -1 | 10 | 1 | 0 | -14
53 | Cc1cccc(NS(=O)(=O)c2ccc(NS(=O)(=O)c3cccs3)cc2)c1 | -12 | 6 | -1 | -4 | 3 | 10 | 0 | -3 | -7
54 | CC(C)CCN1C(=O)c2ccc(C(=O)OCC(=O)N(CC(C)C)C3CCS(=O)(=O)C3)cc2C1=O (centres undefined) | -17 | 2 | 1 | 1 | -2 | 8 | 0 | 0 | -13
55 | CCOC(=O)C1CCN(S(=O)(=O)c2ccc3[nH]c(=O)oc3c2)CC1 | 4 | 2 | 5 | -7 | 2 | 1 | 3 | 0 | 4
56 | O=C(NCCO)c1cc([N+](=O)[O-])cc2c1C=Cc1ccccc1O2 | -12 | 0 | -5 | 12 | -5 | 16 | 1 | -2 | -16
57 | N#Cc1ccc(CSc2nnc(NC(=O)c3ccc(=O)[nH]c3)s2)cc1 | -6 | 4 | -4 | -3 | -2 | 3 | 4 | -4 | -8
58 | CC1(C)Cc2c(sc(NC(=O)C(=O)N3CCOCC3)c2C(N)=O)CO1 | -4 | 3 | 0 | -1 | 4 | 7 | 1 | -2 | -10
59 | O=[N+]([O-])c1cc(C(F)(F)F)ccc1NCCCN1CCOCC1 | -1 | 7 | -1 | -15 | 12 | -15 | 23 | -5 | 10
60 | CCN1CCN(CCNC(=O)c2ccc(/C=C3/Sc4ccccc4N(Cc4cccc(Cl)c4)C3=O)cc2)CC1 | 22 | 36 | -13 | -32 | 26 | -22 | 24 | 1 | 57*
61 | O=C(O)c1cc(S(=O)(=O)N2CCCCC2)ccc1N1CCOCC1 | -5 | 4 | 1 | 5 | 2 | 10 | 0 | -1 | -10

Screening results (PubChem)
